mIAP inh: blocks mouse intestinal alkaline phosphatase | hit rate 0.2% among 330,000 | AID 2806 | purified mouse IAP, CDP-Star luminescence, 30 min | inhibition, % at 10 µM;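 active = inhibition of at least 40% at 10 µM in the primary screen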;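 note: plate controls were DMSO with enzyme for no effect and no enzyme wells for full effect; values of inactives mirror those of a sister screen read the other way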
A3G deaminase: inhibitors of human APOBEC3G DNA deaminase | Q9HC16 | AID 493012 | hit rate 0.28% among 330,000 | recombinant A3G, ssDNA deamination FAM/TAMRA fluorescence | inhibition, % at 20 µM;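 active = inhibition of at least 40% at 20 µM, with no more than 30% in the related APOBEC3A deaminase screen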;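 note: plate controls were DMSO wells with A3G for no effect and wells lacking A3G enzyme for full effect; some compounds called inactive have numbers as strong as hits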
Target sequence (Q9HC16 whole entry, looked up): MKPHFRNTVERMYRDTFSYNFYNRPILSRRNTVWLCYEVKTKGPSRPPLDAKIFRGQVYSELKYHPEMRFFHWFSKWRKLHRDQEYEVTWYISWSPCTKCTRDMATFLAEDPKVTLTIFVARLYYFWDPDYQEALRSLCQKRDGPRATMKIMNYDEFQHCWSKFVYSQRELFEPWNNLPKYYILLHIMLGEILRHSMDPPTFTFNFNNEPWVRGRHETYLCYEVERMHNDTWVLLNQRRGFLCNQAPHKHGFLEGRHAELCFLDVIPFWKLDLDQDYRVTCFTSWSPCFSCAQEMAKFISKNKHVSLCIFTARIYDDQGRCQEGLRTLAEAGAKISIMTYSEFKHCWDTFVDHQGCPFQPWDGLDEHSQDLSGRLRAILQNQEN
beta cell repl: inducers of beta-cell replication in MIN6 cells; MIN6 cells proliferation, ATPlite luminescence, 48 h; cells starved in 0.2% serum; 100% = growth in 10% serum; proliferation, % at 10 µM; hit rate 0.29% among 330,000;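 active = compounds whose signal lies at least 3.5 SD above the mean of all wells on their plate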;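 note: 0% = DMSO-treated cells in low-serum medium and 100% = 10% serum control; some compounds called inactive have numbers as strong as hits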
mIAP act: mouse IAP activation; muIAP, CDP-Star luminescence, 30 min; hits give high values; 1 = vehicle-only enzyme signal, 0 = enzyme-free wells; activation factor at 10 µM; hit rate 0.24% among 330,000; AID 2805;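 active = activation factor of at least 2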; note: the source names both 10 and 20 µM as test concentration; values of inactives mirror those of a sister screen read the other way
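also added = chemiluminescent substrate CDP-Star | test system = mouse IAP enzyme | signal = chemiluminescence readout | compound = DMSO-dissolved test compounds | incubation = 30 min at room temperature | benchmarks = DMSO wells, no-enzyme wells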
hIAP inh: human IAP inhibition; inhibition, % at 10 µM; AID 2544; purified IAP, CDP-Star luminescence, 30 min; hit rate 0.12% among 330,000; P09923;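 active = inhibition reaching a set limit with compound at 10 µM in the primary screen, cut at about 35% in these data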;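 note: plate controls were DMSO wells with enzyme for no effect and no-enzyme buffer wells for full effect; values of inactives mirror those of a sister screen read the other way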
Target sequence (P09923 whole entry, looked up): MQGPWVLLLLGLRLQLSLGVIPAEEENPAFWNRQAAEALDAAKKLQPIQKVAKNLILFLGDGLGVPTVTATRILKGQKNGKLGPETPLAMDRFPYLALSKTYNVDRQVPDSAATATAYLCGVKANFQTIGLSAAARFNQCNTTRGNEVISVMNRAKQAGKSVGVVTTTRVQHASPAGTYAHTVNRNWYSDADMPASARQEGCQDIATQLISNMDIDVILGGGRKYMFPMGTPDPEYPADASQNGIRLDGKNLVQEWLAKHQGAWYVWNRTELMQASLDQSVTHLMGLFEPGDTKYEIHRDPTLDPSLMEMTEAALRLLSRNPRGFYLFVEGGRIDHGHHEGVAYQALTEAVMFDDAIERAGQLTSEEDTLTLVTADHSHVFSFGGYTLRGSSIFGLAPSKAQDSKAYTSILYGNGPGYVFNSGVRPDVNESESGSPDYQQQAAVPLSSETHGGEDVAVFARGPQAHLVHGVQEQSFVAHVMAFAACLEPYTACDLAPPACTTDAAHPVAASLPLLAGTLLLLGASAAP
GRIN3A LBD mod: modulators (binders) of human NR3A ligand-binding domain | hit rate 2.5% among 340,000 | NR3A LBD differential scanning fluorimetry, Tm shift; 0% = protein alone, 100% = glycine-bound protein | AID 1259313 | Tm shift relative to glycine control, % at 25 µM;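 active = melting temperature shift of at least 10% of the positive control shift, at one fixed dose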
hIAP act: human IAP activation; activation factor at 10 µM; P09923; hit rate 0.16% among 330,000; purified human IAP, CDP-Star luminescence, 30 min; hits give high values; 1 = vehicle-only enzyme, 0 = enzyme-free background;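 active = activation factor of the enzyme at least 2-fold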; note: the source names both 10 and 20 µM as test concentration; values of inactives mirror those of a sister screen read the other way
A3A deaminase: human APOBEC3A DNA deaminase inhibition. P31941. recombinant A3A, FAM/TAMRA ssDNA deamination fluorescence. inhibition, % at 20 µM. hit rate 0.41% among 330,000. AID 493011;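 active = at least 40% inhibition at 20 µM here, with at most 30% in a related deaminase screen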;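 note: plate controls were A3A with DMSO for no effect and wells lacking A3A enzyme for full effect; some results filed as inactive read as strong as hits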
Target sequence (P31941 whole entry, looked up): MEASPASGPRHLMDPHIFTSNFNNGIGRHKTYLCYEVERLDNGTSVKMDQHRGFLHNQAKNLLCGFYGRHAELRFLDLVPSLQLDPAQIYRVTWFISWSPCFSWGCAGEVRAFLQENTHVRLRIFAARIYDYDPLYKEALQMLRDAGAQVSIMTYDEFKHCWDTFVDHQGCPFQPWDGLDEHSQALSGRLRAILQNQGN
MPTP inh: blocks calcium-induced mitochondrial swelling; isolated mouse mitochondria, Ca2+ swelling absorbance, 30 min; hit rate 1.4% among 360,000; inhibition, % at 10 µM;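 active = inhibition of 50% or more, scaled per plate between neutral and stimulator controls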;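 note: 0% = DMSO wells given calcium and 100% = 1 mM EGTA wells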
* marks the source's active call; other numbers are inactive results; . = not tested or not shown.

SMILES | mIAP inh | A3G deaminase | beta cell repl | mIAP act | hIAP inh | GRIN3A LBD mod | hIAP act | A3A deaminase | MPTP inh
CCC(=O)Nc1cc(C)c(NC(=O)C23CC4CC(CC(C4)C2)C3)cn1 | 4 | 0 | -1 | 0.96 | 2 | 0 | 0.98 | 0 | -3.1
O=C(CSc1nnc(SCc2ccc(Cl)cc2)s1)N/N=C/c1ccc(Cl)cc1Cl | 12 | -11 | -1 | 0.88 | 5 | 7 | 0.95 | -2 | 7.6
CC(=O)c1ccc(NC(=O)CSc2nnc(-c3ccco3)o2)cc1 | 5 | -3 | 0 | 0.95 | -4 | -2 | 1 | -1 | 0.7
O=C(Oc1cccc(-n2cnnn2)c1)c1sc2ccccc2c1Cl | 9 | -4 | -4 | 0.91 | -8 | 1 | 1.1 | -4 | 0.0
CCOc1ccc(NC(=O)c2sc3nc4n(c(=O)c3c2C)CCC4)cc1 | 8 | -2 | 6 | 0.92 | 18 | -3 | 0.82 | -3 | -1.9
CCOC(=O)c1c(C)c(C(=O)NCCCN2CCCC2=O)c(C)n1CC | 4 | -10 | 2 | 0.95 | 16 | 0 | 0.84 | 0 | -0.8
CC(C)(C)S(=O)(=O)/C(C#N)=C/c1sccc1C1OCCO1 | -11 | 8 | -1 | 1.1 | 0 | -1 | 1 | -3 | 2.7
FCCCOc1ccc(-c2nccc(-c3ccccn3)n2)cc1 | 10 | -2 | -1 | 0.91 | -7 | 0 | 1.1 | -1 | -0.5
CC(C)Oc1ccc(S(=O)(=O)N2CCCCC2)cc1NC(=O)C1CSC2(C)CCC(=O)N12 (stereo unspecified) | 7 | 10 | -6 | 0.93 | -10 | 0 | 1.1 | -3 | -0.9
CC(NC(=O)COC(=O)c1ccc(S(=O)(=O)N2CCOCC2)cc1)c1ccccc1 (stereo unspecified) | 10 | -4 | 0 | 0.9 | 2 | 0 | 0.98 | 0 | -0.2
Nc1nnc(SCc2ccc(Cl)cc2)s1 | -2 | 0 | -2 | 1 | -11 | -1 | 1.1 | 2 | -3.6
CC(=O)c1c(C)oc2ccc(NS(=O)(=O)c3ccccc3)cc12 | -3 | -8 | 5 | 1 | 0 | -2 | 1 | -1 | -0.4
CC(C)(CO)CNC1CCCN(C2Cc3ccccc3C2)C1 (stereo unspecified) | -5 | -2 | -2 | 1.1 | -8 | 2 | 1.1 | -2 | -0.1
CCC1CCCCN1Cc1nc2c(c(=O)n(C)c(=O)n2C)n1Cc1ccccc1 (stereo unspecified) | -16 | -5 | -1 | 1.2 | 5 | 4 | 0.95 | -4 | 0.3
COc1cccc(-c2cc(C(=O)Nc3cnn(Cc4ccc(F)cc4)c3)no2)c1 | 11 | -4 | -3 | 0.89 | -30 | 4 | 1.3 | -8 | 1.1
COc1ccc(C(=O)CNc2ccc(C)cc2C)cc1 | 0 | -12 | -2 | 1 | 2 | -1 | 0.98 | -4 | 1.6
O=C(c1cccc(S(=O)(=O)N2CCc3ccccc32)c1)N1CCCC(C(F)(F)F)C1 (stereo unspecified) | 2 | -2 | -1 | 0.98 | 1 | 0 | 0.99 | 1 | -0.8
CCOC(=O)CNC(c1ccccc1)c1cc(Br)ccc1NC(=O)CCN1CCOCC1 (stereo unspecified) | 5 | -3 | -6 | 0.95 | 4 | -1 | 0.96 | -2 | 0.1
Cc1ccc(S(=O)(=O)Oc2ccc(/C=C(/NC(=O)c3ccccc3)C(=O)O)cc2)cc1 | 6 | -10 | -2 | 0.94 | -4 | 11* | 1 | -3 | 3.2
O=[N+]([O-])c1ccccc1S(=O)(=O)Oc1ccc(C(=S)N2CCOCC2)cc1 | 10 | -7 | -1 | 0.9 | -24 | 6 | 1.2 | -1 | 1.4
O=C(Nc1ncccc1O)c1ccc(Cl)c(S(=O)(=O)N2CCCCC2)c1 | 3 | -8 | -2 | 0.97 | 8 | 0 | 0.92 | 0 | 0.8
C#CCN1C(=O)C(O)(CC(=O)/C=C/C=C/c2ccccc2)c2ccccc21 (stereo unspecified) | -8 | -12 | -4 | 1.1 | 8 | -1 | 0.92 | -3 | 0.4
COCCCNC(=O)C(=O)NC1CCCCC1C (stereo unspecified) | -5 | -5 | -2 | 1.1 | 10 | -1 | 0.9 | 2 | -0.4
CC1CN(S(=O)(=O)c2cccc(C(=O)OCC(=O)NCc3ccccc3)c2)CC(C)O1 (stereo unspecified) | 4 | -9 | 1 | 0.96 | 3 | 1 | 0.97 | 2 | 0.4
CC(=O)Nc1ccc(S(=O)(=O)N2CCc3c(Cl)cccc3C2)cc1 | -11 | -2 | -2 | 1.1 | -6 | -5 | 1.1 | -2 | -0.8
O=P1(Nn2cnnc2)C=C(c2ccccc2)OC(c2ccccc2)=C1 | -8 | -9 | -3 | 1.1 | -3 | 0 | 1 | -5 | -1.9
CCOC(=O)CSc1nc(C(C)C)nc2sc(C)c(C)c12 | 9 | -7 | 0 | 0.91 | 15 | 2 | 0.85 | -2 | -1.2
Cc1ccccc1-c1nc(CS(=O)CC(=O)NCc2ccccn2)c(C)o1 (stereo unspecified) | 18 | -10 | -1 | 0.82 | -31 | 0 | 1.3 | -6 | -0.1
CCC(=O)Nc1ccc(NC(=O)CSc2nnnn2-c2ccc3c(c2)OCCO3)cc1 | 11 | -5 | 1 | 0.89 | -12 | 0 | 1.1 | -3 | 0.1
CC(C)(C)OC(=O)NCCCC[C@@H](C(=O)NCCCCCCCCCCC(=O)N1CCN(C(=O)OC(C)(C)C)CC1)n1cc(CCO)nn1 | -22 | -5 | -7 | 1.2 | 17 | -2 | 0.83 | -1 | 0.9
CC(=O)c1cccc(NC(=O)CCN2C(=O)C3C4CCC(C4)C3C2=O)c1 (stereo unspecified) | -1 | 0 | -2 | 1 | -20 | 0 | 1.2 | 0 | -0.1
CC(C)c1ccc(NC(=O)CSc2nc(-c3ccccc3F)nc3nc[nH]c23)cc1 | 11 | -7 | 0 | 0.89 | -42 | -4 | 1.4 | -3 | 8.6
COc1ccccc1Nc1nc(-c2sc(NC(=O)c3ccccc3)nc2C)cs1 | 5 | -3 | -6 | 0.95 | -2 | -2 | 1 | 0 | -0.7
Cn1c(SCc2cccc(Br)c2)nc2ccccc2c1=O | 9 | -3 | -4 | 0.91 | 12 | -1 | 0.88 | -4 | 22
S=C(NCCCc1ccccc1)NC1CCCCC1 | -8 | 18 | -8 | 1.1 | 0 | -3 | 1 | -2 | 1.3
COc1cc(OC)c(OC)cc1CNC(=O)CCN1C(=O)c2cccc([N+](=O)[O-])c2C1=O | 7 | -14 | -1 | 0.93 | 7 | -2 | 0.93 | -2 | 1.3
Clc1ccccc1Cn1nnc2c(NCC3CC3)ncnc21 | 5 | -7 | -3 | 0.95 | -18 | 4 | 1.2 | -2 | -1.4
CCOC(=O)n1c(SCC(=O)N(CC)CC)nc2ccccc21 | -3 | -1 | -2 | 1 | 4 | -1 | 0.96 | 0 | -8.1
Fc1cc(Br)ccc1Nc1nc2ccccc2n2nnnc12 | 11 | 2 | -1 | 0.89 | 2 | 0 | 0.98 | 1 | 1.6
CC1(c2ccc(Cl)cc2)NC(=O)N(CC(=O)NCCC2=CCCCC2)C1=O (stereo unspecified) | -21 | -10 | -1 | 1.2 | 2 | 1 | 0.98 | -4 | -0.5
CCCn1nc(C(=O)OCC(=O)Nc2ccc(C)cc2)c2ccccc2c1=O | 10 | -2 | -3 | 0.9 | 5 | -3 | 0.95 | 1 | -0.4
COc1cc(NC(=O)NCC2CCN(Cc3ccc(C)cc3)CC2)cc(OC)c1OC | -124 | 0 | 1 | 2.2* | -112 | -2 | 2.1* | -1 | 0.3
Cc1ccc(-c2nn(-c3ccccc3)cc2C(=O)NCCCN2CCOCC2)cc1 | -3 | -1 | -3 | 1 | -33 | 2 | 1.3 | 1 | 0.4
C/C(=N/NC(=O)c1ccc2c(c1)OCO2)c1cccc(NC(=O)C(C)(C)C)c1 | -5 | -2 | -1 | 1.1 | 2 | -10 | 0.98 | 2 | 1.1
Nc1ccccc1SC1CC(=O)N(Cc2ccccc2)C1=O (stereo unspecified) | 1 | -1 | -1 | 0.99 | 5 | 2 | 0.95 | 0 | 0.5
O=C(CNC(=S)N(Cc1ccccc1)Cc1ccccc1F)NCCc1ccc(Cl)cc1 | -96 | 1 | -6 | 2 | -13 | -2 | 1.1 | -8 | 16
COc1ccc(C(CNC(=O)c2cccc(NS(=O)(=O)c3ccc(C)c(F)c3)c2)N(C)C)cc1 (stereo unspecified) | 4 | -6 | -1 | 0.96 | -5 | . | 1 | -1 | 13
CCC(=O)N1c2ccc(S(=O)(=O)N3CCOCC3)cc2CC1C (stereo unspecified) | 4 | 2 | 3 | 0.96 | 7 | -1 | 0.93 | -3 | -1.2
Cc1cc(S(=O)(=O)N2CCCC2)ccc1OCC(=O)N1CCCCC1 | 2 | 1 | 1 | 0.98 | -3 | 0 | 1 | 2 | -0.7
CCC(CO)NC(=O)c1cccc(S(=O)(=O)N2c3ccccc3CC2C)c1 (stereo unspecified) | -5 | 3 | 0 | 1 | 6 | -1 | 0.94 | 3 | 3.2
Remaining list, next part
SMILES | mIAP inh | A3G deaminase | beta cell repl | mIAP act | hIAP inh | GRIN3A LBD mod | hIAP act | A3A deaminase | MPTP inh
Cc1cccc(OCC(=O)NCC(=O)N/N=C/c2ccccc2)c1 | -3 | -6 | 0 | 1 | 11 | 0 | 0.89 | -3 | -0.4
NC(=S)N/N=C/c1ccc(-c2ccccc2)o1 | 7 | -17 | -4 | 0.93 | 8 | -3 | 0.92 | -6 | -0.7
O=c1ncn(-c2cccc(Cl)c2)c2ccccc12 | -2 | -10 | -1 | 1 | 1 | 1 | 0.99 | 1 | 0.7
COc1cccc(CNC(=O)CCNS(=O)(=O)c2cccc3nonc23)c1 | 1 | -8 | 0 | 0.99 | 1 | -3 | 0.99 | -2 | -0.2
Cc1ccc(CNC(=O)c2cc(C)nn2-c2ccccc2)cc1 | 7 | -2 | -1 | 0.93 | 1 | 0 | 0.99 | 5 | 1.5
COC(=O)NNC(=O)c1ccccc1C | 5 | -7 | 1 | 0.95 | 22 | 0 | 0.79 | -2 | -1.5
Cc1ccc(O)c(CNc2cccc3cccnc23)c1 | 21 | -3 | -7 | 0.79 | -17 | -4 | 1.2 | 0 | -0.8
CCc1ccc(S(=O)(=O)NCCc2cn3cccc(C)c3n2)s1 | 8 | -11 | 1 | 0.92 | -1 | 0 | 1 | 1 | -0.6
Cc1ccc2nc(SC(C)C(=O)N3CC(C)OC(C)C3)[nH]c2c1 (stereo unspecified) | -2 | 5 | 0 | 1 | -7 | -2 | 1.1 | 7 | -0.1
Cc1cc(OC(C)C(=O)NC(Cc2c[nH]c3ccc(O)cc23)C(=O)O)c2c(C)c(C)c(=O)oc2c1 (stereo unspecified) | -6 | 0 | 4 | 1.1 | 1 | 0 | 0.99 | 5 | 0.4
Cc1cc(C)nc(NC(=O)c2ccc([N+](=O)[O-])c(C)c2)n1 | 4 | -8 | -1 | 0.96 | 19 | 1 | 0.81 | -1 | -0.4

Three compounds drawn at random from those above:
SMILES | mIAP inh | A3G deaminase | beta cell repl | mIAP act | hIAP inh | GRIN3A LBD mod | hIAP act | A3A deaminase | MPTP inh
Cc1ccc(O)c(CNc2cccc3cccnc23)c1 | 21 | -3 | -7 | 0.79 | -17 | -4 | 1.2 | 0 | -0.8
Cc1ccc(CNC(=O)c2cc(C)nn2-c2ccccc2)cc1 | 7 | -2 | -1 | 0.93 | 1 | 0 | 0.99 | 5 | 1.5
Cc1cc(OC(C)C(=O)NC(Cc2c[nH]c3ccc(O)cc23)C(=O)O)c2c(C)c(C)c(=O)oc2c1 (stereo unspecified) | -6 | 0 | 4 | 1.1 | 1 | 0 | 0.99 | 5 | 0.4

Screening data: PubChem, Sanford-Burnham Center for Chemical Genomics

The order is random, and some 5% of all compounds hit somewhere here.
